Screens (PubChem BioAssay)
GAA inh – qHTS Assay for Inhibitors of Human alpha-Glucosidase as a Potential Chaperone Treatment of Pompe Disease; actives 0.005% (n = 200,000); Lysosomal alpha-glucosidase (Homo sapiens), P10253; Potency, µM (series often up to 76.9 µM), for the others: at the highest dose activity change, negative = inhibition, most hits filed as inhibitors; purified human GAA, 4-MU-alpha-glucoside fluorescence; AID 1466, 2008;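 also: plate controls were uninhibited enzyme wells for no effect and no-enzyme background for full effect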
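AC50 values come from Hill fits of compound titrations (up to 77 uM) against 4 nM human enzyme. Substrate 4-methylumbelliferyl-alpha-D-pyranoside at 400 uM, pH 5.0 citrate buffer, 20 min room temperature; fluorescence Ex 365/Em 440 after alkaline stop.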
IMPase Li inh – qHTS Assay for Identifying the Cell-Membrane Permeable IMPase Inhibitors: Potentiation with Lithium | CHO-M1 cells, IP1 TR-FRET (IP-One), carbachol + lithium | Potency, µM (titrated, usually from 59.4 µM), for inactives: at the highest dose activity, negative = IMPase inhibition, most hits filed as inhibitors | actives 0.35% (n = 210,000);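 also: IP1 builds up when IMPase is blocked and the TR-FRET signal falls; plate controls were basal vehicle for no effect and high inhibitor control for full effect; nearly all actives have a fitted effect of over 50% in size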
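Test compounds were applied to CHO-M1 cells previously cultured for 16–30 h at 2000 per well. A small lithium amount accompanied them; after 30 min at 37C, IP1 was quantified by TR-FRET.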
GoLoco inh red – qHTS Assay for Inhibitors of RGS12 GoLoco Motif Activity (Red Fluorophore); AID 880, 2007; Gai1:RGS12 GoLoco peptide FP, rhodamine, 10 min; Potency, µM (titrated, usually from 61.6 µM), for the others: at the top dose activity, negative = inhibition, actives largely listed as inhibitors; actives 0.44% (n = 230,000); Guanine nucleotide-binding protein G(i) subunit alpha-1 (Homo sapiens), P63096; active = well fitted inhibition curve with a large enough effect, not every such curve was filed as active; inactive = no such curve, though single readings can be large or run the other way; also: % is scaled to controls: 0 for no effect and ±100 for the full control effect; nearly all actives have a fitted effect of over 30% in size; many of its hits are not listed in these tables
Target sequence (P63096 whole entry, looked up): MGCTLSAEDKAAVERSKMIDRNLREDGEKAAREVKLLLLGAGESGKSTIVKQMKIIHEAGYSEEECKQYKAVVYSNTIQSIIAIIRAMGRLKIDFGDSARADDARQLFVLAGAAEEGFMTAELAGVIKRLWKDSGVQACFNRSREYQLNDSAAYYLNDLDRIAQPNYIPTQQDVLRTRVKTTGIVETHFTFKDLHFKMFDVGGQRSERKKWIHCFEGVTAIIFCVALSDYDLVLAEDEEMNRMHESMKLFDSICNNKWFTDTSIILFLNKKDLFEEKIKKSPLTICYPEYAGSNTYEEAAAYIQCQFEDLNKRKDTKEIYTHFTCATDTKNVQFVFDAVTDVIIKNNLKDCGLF
HttQ103 aggreg – qHTS Multiplex Assay to Identify Dual Action Probes in a Cell Model of Huntington: Aggregate Formation (GFP); Potency, µM (doses to about 46.1 µM), inactives show at the highest dose activity change, negative = inhibition, most hits filed as inhibitors; AID 1688, 2009; PC12 HttQ103-GFP aggregates, Acumen cytometry, 40 h; actives 1.1% (n = 220,000); also: % is scaled to controls: 0 for no effect and ±100 for the full control effect; nearly all actives have a fitted effect of over 60% in size
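Using laser scanning cytometry, GFP-positive aggregates were counted after lysis of PC12 cells induced with 100 nM tebufenozide to express HTT exon 1 Q103–GFP. Compounds were tested in titration.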
GAA glycogen mod – qHTS Assay for Inhibitors and Activators of Human alpha-Glucosidase Cleavage of Glycogen. Lysosomal alpha-glucosidase (Homo sapiens), P10253. actives 0.38% (n = 300,000). Potency, µM (highest dose often 76.4 µM), for the others: top-dose activity change, negative = inhibition, hits mostly inhibitors. AID 2100, 2009. recombinant GAA, glycogen substrate, Amplex Red glucose oxidase fluorescence;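 also: 0% = full enzyme reaction and -100% = no-enzyme basal signal; the screen sought inhibitors and activators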
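Natural-substrate format: glycogen cleavage by 4 nM human enzyme, glucose read by Amplex Red coupling (Ex 573, Em 610 nm). Normalized to enzyme and no-enzyme controls.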
HTT cytoprotect – qHTS Multiplex Assay to Identify Dual Action Probes in a Cell Model of Huntington: Cytoprotection (ATP); PC12 HTT-Q103 induced, cytoprotection, ATP luminescence, 40 h; actives 0.14% (n = 230,000); AID 1471, 2008; Potency, µM (doses to about 56.4 µM), for the others: cytoprotection (ATP increase), actives largely listed as activators;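 also: % of control where 0% means no effect; nearly all actives have a fitted effect of over 45% in size; toxic huntingtin expression switched on by the ecdysone agonist tebufenozide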
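Compounds added alongside 100 nM tebufenozide, which induces toxic Q103 huntingtin exon 1-GFP in stable PC12 cells; surviving cells quantified by luminescent ATP measurement. Medium: phenol red-free DMEM, 5% equine and 5% calf serum.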
GAA spleen mod – qHTS Assay for Inhibitors and Activators of Human alpha-Glucosidase From Spleen Homogenate. Potency, µM (titrated, usually from 79.9 µM), for the others: at the top dose activity change, negative = inhibition, usual class: inhibitors. actives 0.006% (n = 240,000). human spleen homogenate, 4-MU-alpha-glucoside fluorescence;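 also: 0% = enzyme with vehicle and -100% = no enzyme basal signal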
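AC50 values come from Hill-equation fits of concentration-response data, normalized to no-enzyme and full-activity controls. Enzyme source: 1 ug human spleen homogenate; 1 mM fluorogenic 4-MU glucoside, pH 5.0 citrate buffer, 37 C, 40 min.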
The depositor's hits bear a star; ? = inconclusive; . = not tested or not shown; & = joins results of further samples; [ ] = another dose, or the depositor's remark. Unless noted, calls follow the shape of the dose curve; as a rule, active = well fitted curve in the direction sought with a large enough effect; inconclusive = small, poorly fitted or top-dose-only effect, or another doubt; inactive = no such curve, though single readings can be large; an effect the other way counts as inactive or inconclusive. Potency is read from the fitted curve at half-maximal effect. These rows are one share of the data, so the mix of outcomes need not match the whole.

SMILES	GAA inh	IMPase Li inh	GoLoco inh red	HttQ103 aggreg	GAA glycogen mod	HTT cytoprotect	GAA spleen mod
CCOC(=O)N1CCN(C(=O)CCNS(=O)(=O)c2cc(Br)cnc2N)CC1	?	4%[38.3 µM]	-11%	-8%	11%	5%	-2%
COc1ccc(CCNC(=S)Nc2cc(C)ccc2C)cc1	1%	40%[activator][38.3 µM]	-19%	15%	26%	24%[10 µM]	-2%
CCCC(=O)Nc1ccc2nc(SCC(=O)N3CCCC3)sc2c1	-4%	7%	15%	10%[9.22 µM]	-5%	12%[10 µM]	5%
Cc1ccc(C(=O)N2CCOCC2)cc1Cl	-3%	-1%[38.3 µM]	9%	-21%	0%	8%	-15%
CN(C)c1cc(-c2ccc(Cl)cc2Cl)oc(=O)c1Cl	.	.	21%	-5%[9.22 µM]	-4%	-16%[10 µM]	11%
CCOC(=O)C1(Cc2cccc(OC)c2)CCCN(Cc2cc(C(C)C)n[nH]2)C1 (centres undefined)	.	5%	1%	21%[9.22 µM]	-3%	10%[10 µM]	-3%
CC(/C=C1\SC(=S)N(NC(=O)c2ccncc2)C1=O)=C\c1ccccc1	.	.	5%	15%[9.22 µM]	-4%	9%[10 µM]	-7%
O=C(CSc1nc2ncccc2[nH]1)c1cccc([N+](=O)[O-])c1	7%	15%	8%	30%	-24%	-70%[inhibitor][10 µM]	-6%
CN(CCCN1c2ccccc2CCc2ccccc21)CC(=O)c1ccc(Cl)cc1	.	.	.	-26%	.	-53%[inhibitor]	1%
Cc1ccc(C(C[N+](=O)[O-])c2c(C)cc3ccccn23)cc1 (centres undefined)	?	-1%	-2%	?	11%	-16%[10 µM]	3%
O=C(Cc1ncc(C(F)(F)F)cc1Cl)N1CCN(c2ccc(F)cc2)CC1	2%	5%[38.3 µM]	3%	-11%	-6%	5%[10 µM]	-7%
Cn1nccc1C(=O)OCC(=O)Nc1nc(-c2ccccc2)cs1	-21%	26%[38.3 µM]	5%	3%	3%	-6%	4%
Nc1cc(-c2ccccc2)nn1Cc1ccccc1	4%	0%	-4%	0%	1%	-19%	-6%
CCC(C)N(NC(C)=O)c1nc(Cl)nc(NC(C)(C)C)n1 (centres undefined)	-3%	19%[38.3 µM]	1%	14%	9%	-11%	4%
C=CCOc1cccc(C2/C(=C(/O)c3ccc(Cl)cc3)C(=O)C(=O)N2CCN2CCOCC2)c1 (centres undefined)	-3%	-11%[38.3 µM]	0%	11%	-2%	-4%[0.074 µM]	-11%
CCn1c(CNC(=O)c2ccccc2)nnc1SCC(=O)N1CCN(c2ccccc2)CC1	-1%	6%	4%	-3%	-2%	-10%[10 µM]	-4%
Cc1cnc(C(=O)N2CCCC(C(=O)c3ccc(C(C)(C)C)cc3)C2)cn1 (centres undefined)	.	21%	2%	-1%[9.22 µM]	6%	-71%[inhibitor][10 µM]	9%
CC(C)(C)NS(=O)(=O)c1cccc(S(=O)(=O)c2cccc(S(=O)(=O)NC(C)(C)C)c2)c1	-8%[15.4 µM]	-14%[38.3 µM]	10%	-11%	-3%	-21%	-12%
O=CN1CCN(C2CC(=O)N(c3ccc4c(c3)OCO4)C2=O)CC1 (centres undefined)	-14%	16%[38.3 µM]	-8%	14%	2%	-3%[0.074 µM]	-7%
CCCN1C(=O)/C(=C/c2ccc(C)s2)SC1=Nc1ccc(OC)cc1	1%	10%[38.3 µM]	3%	4%	-2%	-31%	2%
O=C(NCCc1ccccc1)c1ccc(NC2=NC3CS(=O)(=O)CC3S2)cc1 (centres undefined)	0%	-11%[38.3 µM]	42%[activator]	-11%	9%	-14%	5%
Cc1ccc2c(nc3s/c(=C/c4cccs4)c(=O)n32)c1C	-11%	6%[38.3 µM]	15%	11%	27%	9%	-6%
COc1ccc2nc(SC(C(=O)c3ccccc3)c3ccccc3)nc(C)c2c1 (centres undefined)	-10%	9%	7%	4%	-2%	19%[10 µM]	-14%
COc1ccc(C(=O)NNC(=O)C2CCCO2)cc1 (centres undefined)	.	.	8%	5%[9.22 µM]	0%	39%[10 µM]	0%
COC(=O)CNc1nc(-c2ccncc2)nc2ccccc12	-1%	-5%[38.3 µM]	1%	7%	2%	-18%	-2%
CCOC(=O)N1CCN(C(=S)Nc2cccc(C)c2)CC1	5%	-6%[38.3 µM]	8%	5%	4%	18%	-8%
COc1ccc2cc3cc(C(=O)NCC4CCCO4)oc3nc2c1 (centres undefined)	?	-2%[38.3 µM]	12%	-9%	5%	0%[10 µM]	?
COc1cc2cc(Oc3ccc4ccc(=O)oc4c3)c(=O)oc2cc1O	-7%	13%&8%	11%&-6%	12%	4%	-28%[1.9 µM]	17%&-6%
Cc1nc2ccccc2c(C)c1C(=O)c1ccc(F)cc1	-2%	2%	-6%	7.9µM*	23%	-39%	1%
COC(=O)c1nnn(CC(=O)Nc2ccc(C)c(F)c2)c1C(=O)OC	5%	10%[38.3 µM]	0%	-16%	7%	11%[10 µM]	-4%
CCO[C@H]1OC(C(=O)NC2CC2)=C[C@@H](C2CCCCC2)[C@@H]1CCCO	.	.	-9%	7%[9.22 µM]	-3%	-3%[10 µM]	2%
CCNC(=O)c1ccc(OCC(=O)Nc2ccc(F)cc2)c(OC)c1	-2%	-5%	0%	15%	3%	-34%[inhibitor]	1%
CCOc1ccc(N(C(=O)C2CCCO2)C2C=CS(=O)(=O)C2)cc1 (centres undefined)	3%	-2%	-10%	23%	12%	.	2%
CCOC(=O)C1CCCN(CCC(=O)Nc2ccc(C)cc2)C1 (centres undefined)	-2%	12%	7%	-12%	3%	12%[1.9 µM]	-13%
Cn1c(N)c(S(=O)(=O)NCc2ccc(Cl)cc2)c(=O)n(C)c1=O	1%	3%	-2%	14%	2%	30%[10 µM]	-13%
COC(=O)COc1cc(C)cc2oc(=O)c(CC(=O)OC)c(C)c12	-9%	10%[38.3 µM]	6%	-9%	2%	16%[1.9 µM]	3%
CCCCCCC(=O)Nc1nc(C)c(-c2csc(Nc3cc(Cl)ccc3OC)n2)s1	-6%	7%[38.3 µM]	15%	-29%	-12%	-34%	6%
O=C(CSc1ncccn1)N/N=C/c1cccc([N+](=O)[O-])c1	-2%	-1%	1%	-9%	-4%	12%[10 µM]	3%
CCOC(=O)N1CCN=C1SCc1ccc(Cl)c(Cl)c1	-14%	11%	1%	15%	4%	.	2%
CCN1CCc2c(sc(NC(=S)NC(=O)c3ccc(Cl)cc3)c2C(N)=O)C1	-3%[15.4 µM]	.	11%	17%[9.22 µM]	?	13%[10 µM]	0%
CCNS(=O)(=O)c1ccc(NC(=O)c2ccc(Cn3cc([N+](=O)[O-])cn3)o2)cc1	13%	23%	7%	1%	-4%	-24%	3%
COC(=O)CN(c1nc(C)cc(OC)n1)S(=O)(=O)c1ccc(C)cc1	-2%	2%[38.3 µM]	-4%	21%	-1%	-5%[10 µM]	-11%
Cc1ccc(S(=O)(=O)NC(C(=O)Oc2cc3oc(=O)cc(C)c3cc2Cl)C(C)C)cc1 (centres undefined)	?	-1%	10%	-28%	7%	-14%[10 µM]	?
O=C(Nc1cccc2ccccc12)N1CC=C(c2ccccc2)CC1	-4%	26%[38.3 µM]	-2%	7%	13%	17%[10 µM]	3%
CCN(/N=C/c1cccs1)c1cc(=O)n(C)c(=O)[nH]1	-6%	-2%	4%	5%	-11%	14%[10 µM]	-15%
COc1ccccc1OCCOCCOc1ccc(C)cc1[N+](=O)[O-]	1%	-2%	-3%	-2%	1%	15%[10 µM]	-3%
CSC(=S)N(C)C1CCS(=O)(=O)C1 (centres undefined)	-2%	-6%	-1%	?	8%	?	-1%
O=C(CSc1nnc(NC(=O)Cc2ccccc2)s1)NCc1ccco1	-7%	0%	4%	?	22%	9%	-2%
CC(=O)Cc1c(C(=O)O)c(C)nn1-c1ccccc1	6%	3%	16%	-14%[9.22 µM]	-5%	15%[10 µM]	6%
Cc1onc(-c2ccccc2)c1C(=O)Nc1ccc2c(c1)OCO2	-11%	-2%[38.3 µM]	-3%	-2%	-1%	-18%	0%
Other entries follow.
SMILES	GAA inh	IMPase Li inh	GoLoco inh red	HttQ103 aggreg	GAA glycogen mod	HTT cytoprotect	GAA spleen mod
Cc1ccc(CSc2ncccc2C(=O)O)cc1	-11%	14%[38.3 µM]	-11%	-1%	4%	-31%	5%
CCc1ccccc1NC(=O)c1nnn(CC(=O)Nc2ccccc2C)c1N	11%	-10%[38.3 µM]	8%	-7%	3%	-9%	-3%
Cn1c(NC(=O)c2ccco2)c(-c2ccccc2Cl)c(=O)c2ccccc21	1%	1%[38.3 µM]	3%	-11%	-10%	4%	-2%
CCC1=Nc2cc(C(=O)O)ccc2Sc2ccccc21	1%	2%	5%	5%	-7%	.	11%
O=S(=O)(NCC1CCCO1)c1ccc(S(=O)(=O)N(Cc2ccc(F)cc2)Cc2ccccn2)cc1 (centres undefined)	1%	4%	11%	17%	-5%	-15%[10 µM]	4%
CCOC(=O)c1c(N)sc(C(C)=O)c1C	-2%	-1%[38.3 µM]	6%	1%	7%	-9%	4%
CCN(/N=C/c1ccc(Cl)cc1)c1cc(=O)n(C)c(=O)[nH]1	9%	5%	14%	12%	-5%	15%[10 µM]	4%
O=C(CN1CCCCCCC1)N/N=C/c1ccc(F)cc1F	8%	-5%	-13%	5%	6%	10%[10 µM]	4%
Cc1nc2cc(C(=O)N3c4ccccc4CC3C)ccc2s1 (centres undefined)	9%	-1%	17%	9%[9.22 µM]	-25%	-7%[10 µM]	6%

An excerpt from above, reduced to GAA inh, HTT cytoprotect and HttQ103 aggreg:
compound,GAA inh,HTT cytoprotect,HttQ103 aggreg
O=S(=O)(NCC1CCCO1)c1ccc(S(=O)(=O)N(Cc2ccc(F)cc2)Cc2ccccn2)cc1 (centres undefined),1%,-15%[10 µM],17%
CCOC(=O)c1c(N)sc(C(C)=O)c1C,-2%,-9%,1%
CCN(/N=C/c1ccc(Cl)cc1)c1cc(=O)n(C)c(=O)[nH]1,9%,15%[10 µM],12%
